PDI inh: inhibitors of human protein disulfide isomerase. P07237. PDI insulin aggregation turbidity, A650, 90 min. inhibition, % at 10 µM. 0.052% of 350,000 active. AID 588391;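 active = mean inhibition across replicates of 30% or more, whatever share of single replicates reach that level; inconclusive = mean inhibition below 30% while every single replicate reaches 30%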;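 note: absorbance from insulin aggregation driven by PDI reduction with DTT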
Target sequence (P07237 whole entry, looked up): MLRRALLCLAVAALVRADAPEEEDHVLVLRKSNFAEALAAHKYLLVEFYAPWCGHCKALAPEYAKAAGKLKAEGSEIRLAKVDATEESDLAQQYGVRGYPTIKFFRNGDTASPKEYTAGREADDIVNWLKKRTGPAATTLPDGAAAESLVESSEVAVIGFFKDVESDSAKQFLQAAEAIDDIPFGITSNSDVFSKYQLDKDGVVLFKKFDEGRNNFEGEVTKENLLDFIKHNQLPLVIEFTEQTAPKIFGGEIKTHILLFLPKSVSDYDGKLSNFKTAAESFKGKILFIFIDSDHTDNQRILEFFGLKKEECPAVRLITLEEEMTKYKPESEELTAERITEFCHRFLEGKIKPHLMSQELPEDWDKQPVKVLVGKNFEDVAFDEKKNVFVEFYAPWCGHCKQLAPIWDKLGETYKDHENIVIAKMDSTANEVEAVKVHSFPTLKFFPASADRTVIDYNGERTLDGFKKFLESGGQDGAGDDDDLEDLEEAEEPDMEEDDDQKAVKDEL
hiPSC survival: increases survival of single human iPS cells; hiPSC single-cell survival, ATPlite luminescence; 100% = ROCK inhibitor wells, 0% = DMSO; survival enhancement, % at 20 µM; 0.044% of 360,000 active; in the data active = survival enhancement above about 18%;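 note: cells exposed to compounds for 16 hours before the ATP read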
CaV13 ICDI inh: Primary screen for inhibitors of IQ motif and Ca2+-dependent inactivation inhibitor domain binding in CACNA1D, Förster resonance energy transfer in living cells, …; AID 743397; 0.098% of 340,000 active; inhibition, % at 12.3 µM; HEK cells, CFP/YFP FRET ICDI-IQ, plate reader, 10 min; percent FRET-ratio fall versus neutral wells;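 active = mean replicate inhibition of at least 30% and at least 1% of replicates passing that level; inconclusive = only one of the two criteria is met; inactive = neither criterion is met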;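 note: 0% = median of the neutral control wells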
Granule exo inh: lytic granule exocytosis inhibition; TALL-104 LAMP-1 surface exposure, flow cytometry; cells stimulated with thapsigargin and PMA; inhibition, % at 10 µM; 0.66% of 360,000 active;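 active = inhibition above about 55%, limit read from the data; inconclusive = no clear call, values can overlap the other calls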
aDG glyco act: increases alpha dystroglycan glycosylation; activation, % at 10 µM; 0.22% of 360,000 active; Pro5-aDG cells, alpha-DG glycosylation AlphaScreen (IIH6); 0% Pro5, 100% B10-LARGE cell signal; AID 624168;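 active = activation of at least 8% versus controls, or a plate z-score of at least 8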;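 note: Pro5 are CHO cells carrying HIG-tagged alpha-DG that lacks glycosylation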
Peg3 promoter: Peg3 promoter activity inhibition; HeLa PEG-Prom luciferase reporter, luminescence, overnight; inhibition, % at 20 µM; 1.7% of 360,000 active; AID 588405;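 active = inhibition of at least 50% at 20 µM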
HIF-2a inh: HIF-2a inhibition; 786-0 RCC cells HIF-2a reporter, luciferase luminescence, overnight; inhibition, % at 18.8 µM; 0.72% of 360,000 active; AID 624352;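 active = inhibition of the luminescence signal of 40% or more relative to plate controls, in a single-dose primary screen at 18.75 µM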
Vif inh: blocks HIV Vif function; HEK293T cells, Vif self-association by quenched fluorescence, imaging, 24 h; inhibition, % at 7.49 µM; 0.35% of 340,000 active; in the data active = inhibition above about 50%, passing the limit was not always enough; inconclusive = no clear call, values can overlap the other calls; inactive = below about 31%; note: some results filed as inactive read as strong as hits
MITF TRPM1 inh: reduces MITF-dependent TRPM1 promoter luciferase signal; SK-MEL-5 TRPM1 promoter luciferase, 24 h; inhibition, % at 12.5 µM; 0.83% of 330,000 active;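 active = mean inhibition across replicates of 60% or more, whatever share of single replicates reaches that level; inconclusive = some that reach 60%, reason not given; inactive = mean inhibition across replicates below 60%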; note: values of inactives mirror those of a sister screen read the other way
NR2E3 ag-1: activates human photoreceptor nuclear receptor NR2E3 | Q9Y5X4 | GST-NR2E3/biotin-RetCOR TR-FRET, 1536-well | inhibition of corepressor binding, % at 4.78 µM | 0.12% of 320,000 active | AID 2300;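 active = percent inhibition above the cutoff of mean plus 3 SD of all tested compounds, set per screening campaign, cut at about 20% in these data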;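 note: 0% = DMSO wells and 100% = biotin wells as full block of FRET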
Target sequence (Q9Y5X4 whole entry, looked up): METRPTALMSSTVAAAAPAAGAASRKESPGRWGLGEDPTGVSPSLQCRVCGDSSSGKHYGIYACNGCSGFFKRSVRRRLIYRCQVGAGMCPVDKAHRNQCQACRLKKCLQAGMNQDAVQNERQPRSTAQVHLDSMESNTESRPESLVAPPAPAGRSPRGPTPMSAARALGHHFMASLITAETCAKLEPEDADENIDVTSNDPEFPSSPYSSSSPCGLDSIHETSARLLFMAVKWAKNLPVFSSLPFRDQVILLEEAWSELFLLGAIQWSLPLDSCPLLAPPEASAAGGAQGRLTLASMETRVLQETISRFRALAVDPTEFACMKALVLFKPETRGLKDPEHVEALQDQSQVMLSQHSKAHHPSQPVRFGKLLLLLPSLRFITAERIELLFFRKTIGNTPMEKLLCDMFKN
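system = GST-tagged NR2E3 plus biotinylated RetCOR corepressor | input = 1.35 nM GST-NR2E3 | also added = 7 nM biotin-RetCOR | schedule = 5 h incubation at 4 °C | measured by = TR-FRET with europium anti-GST and streptavidin-D2, 340 nm excitation | read-out = percent loss of FRET ratio relative to control wells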
NR2E3 ag-2: agonists of human NR2E3 nuclear receptor; AID 602229; 0.35% of 360,000 active; CHO-S Gal4-NCOR/VP16-NR2E3 two-hybrid, luciferase; inhibition of corepressor binding, % at 3.98 µM;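 active = inhibition above the mean of all tested compounds plus 3 SD, cut at about 70% in these data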;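 note: 0% = DMSO with NR2E3 transfected cells and 100% = cells lacking NR2E3 construct; higher means lower luciferase signal from less NR2E3 corepressor binding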
An asterisk follows results filed as active; u = inconclusive; x = not tested or not shown.

Values run as follows: PDI inh | hiPSC survival | CaV13 ICDI inh | Granule exo inh | aDG glyco act | Peg3 promoter | HIF-2a inh | Vif inh | MITF TRPM1 inh | NR2E3 ag-1 | NR2E3 ag-2
[1] C=CCOC(=O)CC(NC(=O)c1ccccc1)c1ccccc1 (configuration not stated)
 : 5 | -0.8 | -5 | -1 | -0.1 | 2 | 10 | 5 | 3 | -3 | -13
[2] Cc1noc(C)c1C(=O)NC1CCCc2ccccc21 (configuration not stated)
 : -7 | -1.8 | -7 | 0 | -0.1 | 11 | 3 | x | -1 | 2 | -7
[3] Cc1sc(NC(=O)c2ccco2)nc1-c1ccccc1
 : -4 | -0.6 | x | -1 | 0.5 | -233 | -160 | 4 | -99 | 7 | -119
[4] O=S(=O)(c1cccc(-c2nc3n(n2)Cc2ccccc2-3)c1)N1CCCC1
 : -1 | -0.3 | -8 | -4 | -0.2 | -57 | -132 | -5 | -3 | 0 | 10
[5] Cc1cccc(NC(=S)NCCc2ccc(F)cc2)c1C
 : 2 | -4.7 | -2 | -3 | 0.2 | 0 | -4 | 10 | -14 | 0 | -18
[6] CCOc1ccccc1NC(=O)COC(=O)C(CC)c1ccccc1 (configuration not stated)
 : -2 | -2.4 | 1 | 5 | 0.0 | 24 | 13 | 3 | -6 | 0 | -5
[7] C=CCn1c(SCC(=O)Nc2cccc(S(N)(=O)=O)c2)nnc1C1CCCCC1
 : 2 | 0.3 | -5 | -11 | -0.1 | 12 | 7 | -2 | -1 | 42* | -12
[8] O=[N+]([O-])c1ccccc1S(=O)(=O)Nc1ccn(Cc2c(F)cccc2Cl)n1
 : 12 | 1.1 | -6 | -2 | -0.2 | 8 | 0 | -2 | -15 | 3 | -15
[9] CCN1C(=O)C2(C(C#N)=C(N)Oc3n[nH]c(COC)c32)c2ccccc21 (configuration not stated)
 : 2 | 1.3 | -10 | -7 | -0.1 | 11 | 9 | 24 | 2 | 0 | -12
[10] Cc1nc(N2CCC(C)CC2)c2oc3ccccc3c2n1
 : 4 | 4.0 | x | 2 | 2.2 | 9 | 7 | -22 | 11 | 2 | 10
[11] N#Cc1ccc(OCC(=O)Nc2nc(-c3cccnc3)cs2)cc1
 : -5 | -0.6 | -5 | -4 | -0.1 | 25 | 5 | -4 | 16 | -2 | 15
[12] CCOc1ccc(N2C(=O)c3ccccc3NC2(C)CC)cc1 (configuration not stated)
 : 1 | -0.2 | -15 | -5 | 0.1 | -268 | -289 | -10 | -110 | 0 | -105
[13] N#Cc1nc(COc2ccc(Cl)cc2Cl)oc1N1CCOCC1
 : 0 | 5.5 | -6 | 1 | -0.1 | -59 | -108 | -8 | -7 | 2 | -31
[14] COCCN1C(=O)c2oc3ccccc3c(=O)c2C1c1ccc(O)c(OC)c1 (configuration not stated)
 : x | -4.3 | -2 | -2 | 0.3 | 15 | 9 | -2 | 2 | 1 | -41
[15] COC(=O)Cc1cc(=O)n2[nH]c(SC)nc2n1
 : -8 | 1.3 | -3 | 2 | 0.0 | -8 | 14 | 6 | 8 | 2 | 6
[16] O=C(Nc1ccc2c(c1)OCO2)N1CCN(S(=O)(=O)c2ccc(Cl)cc2)CC1
 : 8 | -0.7 | -9 | 0 | 0.0 | -58 | -76 | -2 | -7 | 4 | -37
[17] CCN(CC)C(=O)c1cc(Cl)ccc1NC(=O)c1ccco1
 : 2 | 0.0 | -7 | -1 | -0.1 | 9 | 18 | 3 | -3 | -3 | -12
[18] O=C(CSc1n[nH]c(Cc2ccccc2)n1)Nc1ccccc1Br
 : -3 | 0.9 | -3 | -8 | 0.3 | 7 | -22 | 11 | -10 | 3 | -5
[19] N#C/C(=N/Nc1ccc([N+](=O)[O-])cc1)C(=N)N1CCCCC1
 : 3 | 0.5 | 8 | 7 | -0.6 | -226 | -258 | -3 | -98 | x | -125
[20] COc1cccc(/C=N/NC(=S)NCc2ccco2)c1OC
 : -18 | -0.4 | -1 | -4 | 0.0 | -10 | -23 | -2 | -7 | 0 | -9

Record cards (already shown).
Results for O=S(=O)(c1cccc(-c2nc3n(n2)Cc2ccccc2-3)c1)N1CCCC1 = PDI inh = -1; hiPSC survival = -0.3; CaV13 ICDI inh = -8; Granule exo inh = -4; aDG glyco act = -0.2; Peg3 promoter = -57; HIF-2a inh = -132; Vif inh = -5; MITF TRPM1 inh = -3; NR2E3 ag-1 = 0; NR2E3 ag-2 = 10
Results for Cc1sc(NC(=O)c2ccco2)nc1-c1ccccc1 = PDI inh = -4; hiPSC survival = -0.6; CaV13 ICDI inh = x; Granule exo inh = -1; aDG glyco act = 0.5; Peg3 promoter = -233; HIF-2a inh = -160; Vif inh = 4; MITF TRPM1 inh = -99; NR2E3 ag-1 = 7; NR2E3 ag-2 = -119

Following part
Values run as follows: PDI inh | hiPSC survival | CaV13 ICDI inh | Granule exo inh | aDG glyco act | Peg3 promoter | HIF-2a inh | Vif inh | MITF TRPM1 inh | NR2E3 ag-1 | NR2E3 ag-2
[21] CCOc1cccc(-c2c(C(=O)N/N=C/c3ccc(Br)cc3)nnn2-c2nonc2N)c1
 : 2 | 0.0 | -2 | 13 | 0.4 | 12 | -8 | 12 | 0 | 3 | 7
[22] COc1ccc(Cl)cc1NC(=O)C1CCN(C(=O)Nc2ccccc2)CC1
 : 11 | -0.2 | -3 | 0 | 0.1 | 3 | 11 | 22 | 11 | 3 | 18
[23] Clc1ccccc1CN1CCC(Cc2ccccc2)CC1
 : -3 | 1.8 | -3 | -4 | 0.1 | -14 | 20 | 8 | 6 | -2 | 5
[24] Cc1ccc(C(=O)NNC(=O)CSc2nnc(-c3ccccc3)n2Cc2ccccc2)cc1
 : -10 | -1.7 | -5 | -3 | -0.1 | 7 | 19 | 3 | 0 | 1 | 1
[25] O=C(NCCC1CCCCN1S(=O)(=O)c1ccccc1)C(=O)NC1CCCC1 (configuration not stated)
 : -13 | -0.3 | -6 | -1 | -0.1 | 1 | 12 | -5 | 7 | 3 | -20
[26] O=C(CCc1nnc2ccc(NCc3ccc(F)cc3)nn12)NC1CCCC1
 : -7 | 0.7 | -7 | -9 | -0.2 | 17 | 13 | -7 | 5 | -1 | 5
[27] CC(=O)C1=C(O)CC(c2ccccc2)CC1=NCCc1c(C)[nH]c2ccccc12 (configuration not stated)
 : x | 4.2 | -3 | -4 | -0.1 | 2 | -6 | x | x | -3 | -14
[28] CC(C)n1nccc1N(Cc1ccc(Cl)cc1)S(=O)(=O)c1ccccc1
 : 12 | -0.2 | -6 | 97* | -0.1 | 17 | 28 | 4 | 3 | 4 | 6
[29] CC1(C(=O)NNC(=O)c2ccc([N+](=O)[O-])cc2)CC1(Br)Br (configuration not stated)
 : 9 | 1.4 | -3 | -2 | -0.2 | -2 | 14 | 1 | 11 | 1 | 7
[30] NC(=O)C1CCN(C(=O)CSc2nc3ccccc3s2)CC1
 : -5 | 0.8 | -3 | -2 | -0.1 | -17 | -38 | -5 | -9 | -2 | 2
[31] CC(C)CC(=O)Nc1ccc2c(c1)nc(CCN1CCCCC1)n2C
 : 9 | 0.3 | -4 | 0 | 0.0 | -2 | -4 | -1 | 3 | 0 | 3
[32] O=S(=O)(NC1CC2CCC1C2)c1ccc(Cl)cc1 (configuration not stated)
 : -49 | -0.5 | -20 | -11 | 0.0 | 9 | 20 | 20 | -11 | -1 | 5
[33] O=C(NCc1cccnc1)c1cc(-c2ccccc2)on1
 : -1 | -1.3 | x | -5 | 0.1 | -109 | -175 | -1 | -18 | -1 | -50
[34] COc1ccc(C(C)=O)cc1CSc1nncn1C
 : 0 | -0.4 | -20 | -4 | 0.1 | 13 | 14 | -8 | 17 | 3 | 0
[35] CC(=O)Nc1ccc(S(=O)(=O)NC2CCSc3ccccc32)cc1 (configuration not stated)
 : -1 | -0.7 | -7 | -4 | 0.1 | 12 | 6 | -8 | -1 | 4 | 4
[36] COc1ccccc1-c1cc(NC=O)c2ncc(-c3cccc(C(=O)N(C)C)c3)n2c1
 : -4 | -2.2 | 10 | 10 | -0.2 | 9 | 12 | u | x | x | 8
[37] O=C(Nc1nnc(S(=O)(=O)Nc2ccccc2)s1)c1ccccc1Cl
 : 12 | -0.3 | -3 | -1 | -0.3 | 8 | 13 | -3 | -4 | 1 | -37
[38] COc1cc(NC(=O)SC2=NCCS2)cc(OC)c1
 : 9 | 1.3 | -19 | -3 | 0.1 | -4 | -2 | 1 | -8 | x | -21
[39] COc1cc(OC)c(OC)cc1/C=C/C(=O)OCC(=O)Nc1c(C)n(C)n(-c2ccccc2)c1=O
 : -11 | -0.2 | -3 | 16 | 0.5 | -4 | -13 | 1 | -7 | x | -7
[40] Cc1ccc(S(N)(=O)=O)cc1NC(=O)c1ccc2c3c(cccc13)CC2
 : 5 | -0.3 | -22 | -1 | 0.0 | 2 | 11 | -2 | -2 | 5 | 20
[41] Cc1ccc(C(=O)NCC2CCCO2)cc1[N+](=O)[O-] (configuration not stated)
 : -2 | 6.9 | -5 | -2 | 0.2 | -14 | -9 | 4 | -19 | 1 | -7
[42] CC1CN(S(=O)(=O)c2cccc(C(F)(F)F)c2)CC(C)O1 (configuration not stated)
 : 0 | -1.0 | -4 | 17 | 0.0 | 3 | 6 | 7 | x | 2 | -12
[43] COC1=CC(=O)C(C2CC(=O)c3c(O)cc(O)cc3O2)=CC1=O (configuration not stated)
 : 21 | -1.1 | -6 | 67* | -0.1 | -49 | 18 | 10 | -16 | x | -53
[44] COC(=O)c1ccc(C(=O)OC)c(NC(=O)CSCc2ccc(Cl)cc2)c1
 : -7 | -4.3 | -5 | 22 | 0.4 | 25 | 19 | -4 | 3 | 3 | -20
[45] COc1ccc(-c2cc(C(=O)N(C)CC(=O)Nc3ccccc3Br)c3ccccc3n2)cc1OC
 : 3 | -0.5 | -17 | -4 | -0.4 | 54* | -1 | -2 | -2 | 1 | 2

In the list so far, these contain a furan ring, fused or not:
Values run as follows: PDI inh | hiPSC survival | CaV13 ICDI inh | Granule exo inh | aDG glyco act | Peg3 promoter | HIF-2a inh | Vif inh | MITF TRPM1 inh | NR2E3 ag-1 | NR2E3 ag-2
[3] Cc1sc(NC(=O)c2ccco2)nc1-c1ccccc1
 : -4 | -0.6 | x | -1 | 0.5 | -233 | -160 | 4 | -99 | 7 | -119
[10] Cc1nc(N2CCC(C)CC2)c2oc3ccccc3c2n1
 : 4 | 4.0 | x | 2 | 2.2 | 9 | 7 | -22 | 11 | 2 | 10
[17] CCN(CC)C(=O)c1cc(Cl)ccc1NC(=O)c1ccco1
 : 2 | 0.0 | -7 | -1 | -0.1 | 9 | 18 | 3 | -3 | -3 | -12
[20] COc1cccc(/C=N/NC(=S)NCc2ccco2)c1OC
 : -18 | -0.4 | -1 | -4 | 0.0 | -10 | -23 | -2 | -7 | 0 | -9

Source: PubChem BioAssay
